# Chronic BCR inh: inhibitors of chronic active B-cell receptor signaling | ABC-DLBCL IkBa-CBG/CBR reporter, luminescence ratio, 4 h | 340,000 compounds, 0.05% hits | AID 493014 | Potency, µM (series often up to 46.1 µM), for the others: at the top dose ratio change, negative = lower green/red ratio, hits mostly inhibitors; active = well fitted inhibition curve with a large enough effect in the signal ratio, with a control signal flat, not every such curve was filed as active; inconclusive = small, poorly fitted or top-dose-only effect, or effect the other way, or a change in a side signal; the % refers to the signal ratio;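 note: potency is the fitted concentration of half-maximal effect; plate controls were basal doxycycline-induced cells for no effect and cells given 10 µM MG132 for full effect; MG132 reads +100%, hits lower the ratio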
#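 Concentration-response series (up to 46 uM) were applied to TMD8 dual-reporter cells for 4 h at 37C with doxycycline. Green/red ratio, after filter-overlap correction, defined %Activity; red signal alone was normalised to basal cells and zero luminescence.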
# USP2a inh: inhibitors of human ubiquitin-specific protease USP2a | Potency, µM (series often up to 38.3 µM), for inactives: at the highest dose activity change, negative = inhibition, actives largely listed as inhibitors | AID 463254 | USP2 core, Ub-CHOP2 coupled fluorogenic reporter, 485/531 | 330,000 compounds, 0.01% hits;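 note: potency is the fitted concentration of half-maximal effect; plate controls were DMSO wells for no effect and full inhibition by NEM control for full effect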
#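 USP2 core (10nM final) preincubated 30min RT with compound in 20mM Tris-HCl pH 8.0, 2mM CaCl2, 2mM beta-mercaptoethanol, 0.05% CHAPS; 25nM Ub-CHOP2 plus 25nM reporter substrate added, fluorescence (Ex485/Em531) read after 60min.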
# TSHR antag: human thyrotropin receptor antagonism; AID 504810; P16473; activity change, negative = inhibition, % at 11.5 µM; TSHR-expressing cells, TSH-stimulated cAMP HTRF, 2 h; stronger effect = lower value; 330,000 compounds, 0.2% hits;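 active = activity change below a set negative limit, meaning inhibition stronger than a set level, cut at about -70% in these data; inconclusive = activity change between two set negative limits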; note: % is set by controls: 0 for no effect and ±100 for the full control effect
#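 Freshly harvested TSHR cells receive pin-tooled compound, then EC80 TSH at 4nM final. After 2 hours at 37 deg C, antibody in lysis buffer and cAMP-d2 are added; 30 minutes at ambient temperature precede the HTRF read.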
# ELG1 repair inh: blocks ELG1-dependent DNA repair in HEK293T cells; HEK293T ELG1-luciferase reporter, luminescence, 16 h; DNA damage induced by 5-fluorouridine; Potency, µM (titrated, usually from 46.1 µM), for the others: top-dose activity change, negative = inhibition, usual class: inhibitors; 330,000 compounds, 2.3% hits; AID 504467; note: potency is the fitted concentration of half-maximal effect; % is set by controls: 0 for no effect and ±100 for the full control effect; nearly all actives have a fitted effect of over 55% in size
#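 Luminescence from the luciferase reporter, measured 30 min after ONE-Glo reagent at room temperature, was the read-out. Beforehand, 2,000 cells per well were exposed for 16 hr at 37 °C to 5-fluorouridine together with compound or vehicle.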
# Tb PFK inh: inhibitors of T. brucei phosphofructokinase; O15648; Potency, µM (doses to about 57.5 µM), for the others: at the top dose activity, negative = inhibition, most hits filed as inhibitors; T. brucei PFK, ADP-Glo luminescence; AID 485367; 330,000 compounds, 0.17% hits;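 note: potency is the fitted concentration of half-maximal effect; 0% = uninhibited 1x PFK enzyme wells and -100% = no-enzyme wells; nearly all actives have a fitted effect of over 60% in size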
# Target sequence (O15648 whole entry, looked up): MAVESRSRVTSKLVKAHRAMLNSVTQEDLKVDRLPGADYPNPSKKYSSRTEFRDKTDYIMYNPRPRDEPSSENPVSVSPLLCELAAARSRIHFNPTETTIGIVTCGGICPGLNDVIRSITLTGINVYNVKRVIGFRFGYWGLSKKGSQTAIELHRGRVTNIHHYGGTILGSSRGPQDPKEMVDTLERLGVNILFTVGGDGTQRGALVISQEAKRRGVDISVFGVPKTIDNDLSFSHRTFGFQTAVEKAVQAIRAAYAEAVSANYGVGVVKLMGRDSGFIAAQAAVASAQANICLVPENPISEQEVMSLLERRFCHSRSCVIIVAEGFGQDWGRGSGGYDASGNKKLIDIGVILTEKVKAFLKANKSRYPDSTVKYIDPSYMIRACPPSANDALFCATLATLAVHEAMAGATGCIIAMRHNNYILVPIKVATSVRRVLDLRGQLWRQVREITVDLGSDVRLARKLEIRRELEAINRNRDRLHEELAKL
#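 Luminescent ADP detection (ADP-Glo, two-step: ATP depletion then ADP-to-ATP conversion for luciferase) reported PFK activity after 45 min room-temperature reaction of 1.25 nM enzyme with 0.5 mM F6P and 0.1 mM ATP at pH 8.0.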
# TCR act: activators of T cell receptors | primary human leukocytes, anti-CD3, IL-2 HTRF, 48 h | Potency, µM (doses to about 9.22 µM), for inactives: at the top dose activation of IL-2 secretion, actives largely listed as activators | 330,000 tested, under 10 active | AID 504894; note: % of control where 0% means no effect
#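 1) Mix primary human leukocytes, a-CD3 beads and compound. 2) Incubate 48 hr. 3) Add HTRF IL-2 reagents (a-IL-2-K, a-IL-2-d2).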
# Mito fusion yeast: mitochondrial division inhibition or fusion activation; S. cerevisiae fusion-defective mutant growth rescue, CellTiterGlo 48 h; Potency, µM (series often up to 46.1 µM), for the others: at the top dose growth rescue (activation), actives largely listed as activators; AID 485298; 320,000 compounds, 0.23% hits;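 note: potency is the fitted concentration of half-maximal effect; % of control where 0% means no effect; nearly all actives have a fitted effect of over 45% in size; temperature-sensitive fusion mutants such as fzo1-1 at 37 °C on non-fermentable ethanol glycerol medium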
#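 Luminescent cell viability in 1536-well qHTS format served as the measure of rescued growth in ts fusion-mutant S. cerevisiae cultured on non-fermentable YPEG for 48 hours at 37C.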
# Eya2 phos inh: blocks the phosphatase activity of human Eya2. Potency, µM (highest dose often 76.9 µM), for the others: top-dose activity, negative = inhibition, actives largely listed as inhibitors. 330,000 compounds, 0.006% hits. recombinant Eya2, OMFP fluorescence dephosphorylation (OMFP is methylfluorescein phosphate). AID 488837; note: potency is the fitted concentration of half-maximal effect; % is set by controls: 0 for no effect and ±100 for the full control effect
# Target sequence (O00167 whole entry, looked up): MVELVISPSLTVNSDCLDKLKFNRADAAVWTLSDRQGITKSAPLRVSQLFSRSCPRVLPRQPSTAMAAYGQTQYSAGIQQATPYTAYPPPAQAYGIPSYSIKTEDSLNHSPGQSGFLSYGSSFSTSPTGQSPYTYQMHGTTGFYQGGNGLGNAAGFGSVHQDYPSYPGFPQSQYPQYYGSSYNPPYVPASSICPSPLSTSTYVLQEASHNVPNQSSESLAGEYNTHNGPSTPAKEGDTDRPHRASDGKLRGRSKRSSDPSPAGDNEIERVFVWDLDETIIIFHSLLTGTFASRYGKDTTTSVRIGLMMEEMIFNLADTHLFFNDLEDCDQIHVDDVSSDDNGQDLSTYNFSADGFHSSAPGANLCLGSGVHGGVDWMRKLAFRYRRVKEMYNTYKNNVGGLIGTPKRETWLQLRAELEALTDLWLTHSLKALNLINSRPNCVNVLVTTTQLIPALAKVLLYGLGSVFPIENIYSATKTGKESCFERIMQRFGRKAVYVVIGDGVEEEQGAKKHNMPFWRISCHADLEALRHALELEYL
#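 Eya2 protein (added as 0.2 uM solution) was preincubated with compound for 10 min at ambient temperature in 50 mM HEPES pH 7.5, 50 mM NaCl, 5 uM MgCl2, 0.05% BSA, 1 mM DTT. OMFP (added at 50 uM) then reacted 10 min; fluorescence read at 485/525 nm.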
# B2AR arrestin: recruits beta-arrestin to the human beta2-adrenergic receptor; 330,000 compounds, 0.02% hits; Potency, µM (top dose mostly 46.1 µM), without a hit: top-dose activation, usual class: activators; beta-arrestin recruitment to beta2AR, cell-based reporter;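 note: potency is the fitted concentration of half-maximal effect; 0% = DMSO controls and full agonism = EC100 isoproterenol or metaproterenol; nearly all actives have a fitted effect of over 65% in size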
# uPA surface inh: inhibitors of cell surface uPA generation; 330,000 compounds, 0.31% hits; cell surface uPA generation assay, qHTS; Potency, µM (series often up to 38.3 µM), without a hit: top-dose activity change, negative = inhibition, usual class: inhibitors; active = well fitted inhibition curve with a large enough effect; inconclusive = small, poorly fitted or top-dose-only effect; inactive = no such curve, though single readings can be large or run the other way; tested in mouse RAW 264.7 cells; note: potency is the fitted concentration of half-maximal effect; % is set by controls: 0 for no effect and ±100 for the full control effect; nearly all actives have a fitted effect of over 55% in size
# TSG101-PTAP inh: blocks PTAP/TSG101 interaction to inhibit HIV-1 budding; Q99816; Potency, µM (titrated, usually from 115 µM), without a hit: at the top dose activity change, negative = inhibition, actives largely listed as inhibitors; Fluorescence polarization, FITC-PTAP peptide / Tsg101 binding; 340,000 tested, under 10 active; active = well fitted inhibition curve with a large enough effect in the main read-out, with a control signal flat, not every such curve was filed as active; inconclusive = small, poorly fitted or top-dose-only effect, or effect the other way, or a change in a side signal; inactive = no such curve, though single readings can be large or run the other way; note: potency is the fitted concentration of half-maximal effect; % of control where 0% means no effect
#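 Fluorescence polarization binding of Tsg101 binding domain (10 uM final) to FITC-labeled PTAP peptide (50 nM final) in HEPES pH 7.5 buffer with NaCl, Tween 20, EDTA, TCEP. Compounds added before peptide; binding 20 min at RT.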
# An asterisk follows results filed as active; ? = inconclusive; nt = not tested or not shown; [ ] = another dose, or the depositor's remark. Unless noted, calls come from the whole dose curve; as a rule, active = well fitted curve in the direction sought with a large enough effect; inconclusive = small, poorly fitted or top-dose-only effect, or another doubt; inactive = no such curve, though single readings can be large; an effect the other way counts as inactive or inconclusive.
SMILES,Chronic BCR inh,USP2a inh,TSHR antag,ELG1 repair inh,Tb PFK inh,TCR act,Mito fusion yeast,Eya2 phos inh,B2AR arrestin,uPA surface inh,TSG101-PTAP inh
COc1ccc(C)cc1NC(=S)N1CCN(c2ccccn2)CC1,21%,0%,38,22%,0%,0%[46.1 µM],-2%,-3%,-0.6%,6%,-3%
COc1cccc(C(=O)CSc2nnc(-c3cc(OC)c(OC)c(OC)c3)o2)c1,-44%,-13%,3,21µM*,2%,2%,-5%,-1%,0.2%,4%,-6%
O=C(CNC(=O)c1ccc(Cl)cc1)OCC(=O)c1ccccc1,7%,2%,12,7%,5%,3%,-2%,-1%,-0.6%,1%,-1%
Cc1ccc(C(=O)CCC(=O)N2CCN(c3ccccc3O)CC2)cc1,-2%,-2%,nt,-20%,-15%,0%,?,-3%,2.9%,-4%,0%
COc1ccc(N2CCN(S(=O)(=O)CCNC(=O)COc3ccccc3C)CC2)cc1,1%,1%,-2,?,6%,nt,6%,16%,0.4%,-6%,-3%
COc1ccc(NC(=O)Cn2cc(S(=O)(=O)Cc3ccccc3)c3ccccc32)c(OC)c1,-2%,-4%,-5,15µM*,1%,3%[46.1 µM],-5%,-11%,0.3%,-8%,-1%
O=C(Nc1ccccc1)C1C2CCCCC21 (stereo unspecified),4%,1%,1,?,1%,0%,0%,-4%,0.6%,-6%,3%
CCN(CC)CCCNC(=O)C1c2ccccc2C(=O)N1Cc1ccc(C)cc1 (stereo unspecified),-5%,2%,2,7%,-5%,2%,0%,-12%,0.4%,nt,-4%
Cn1c(=O)cc(OCC(=O)NCCCN2CCN(Cc3ccccc3)CC2)c2ccccc21,-2%,1%,10,?,-14%,7%,0%,-11%,-1.4%,5%,-7%
Cc1ccc(S(=O)(=O)c2c(N)n(CCCO)c3nc4ccccc4nc23)cc1,9%,-2%,-11,-10%,-3%,1%,1%,7%,0.1%,-2%,0%
CCc1ccc(C(=O)COC(=O)CNC(=O)Cc2ccccc2)cc1,5%,-1%,-11,11%,14%,nt,0%,7%,0.5%,2%,3%
c1ccc(-c2noc(CC3CCCCC3)n2)nc1,?,0%,2,?,-5%,10%,2%,-1%,0.3%,-29%,1%
Cc1ccc(-n2cc3c(-c4cccc(Br)c4)nnc(C)c3n2)cc1,1%,2%,-22,-13%,0%,-5%,-3%,2%,0.0%,-10%,-6%
Cc1ccc(C)c(S(=O)(=O)N2CCN(Cc3ccc(O)c4ncccc34)CC2)c1,-7%,3%,-3,?,10%,-2%,9%,-10%,0.1%,-14%,-3%
Cn1c(=O)[nH]c(=O)c2c1nc(SCC(=O)O)n2CCOc1ccccc1,1%,-2%,2,13%,0%,-1%,-4%,?,-0.4%,-1%,1%
Cc1cccc(/C(N)=N/OC(=O)c2ccc(Cl)cc2Cl)c1,?,0%,-3,?,0%,4%[46.1 µM],-4%,3%,0.1%,-10%,-3%
CC1Cc2ccccc2N1C(=O)C1CC(=O)N(c2ccccc2)C1 (stereo unspecified),0%,1%,5,-1%,-4%,4%,4%,-2%,0.3%,-1%,-1%
COc1ccc(SCCN2CC[C@@H](C(C)(C)C)CCC2=O)cc1,?,-4%,11,?,0%,-4%,3%,-10%,0.1%,3%,-5%
O=c1[nH]cnc2c1c(-c1ccccc1)cn2-c1ccc(Br)cc1,4%,0%,-11,-22%,7%,-5%[46.1 µM],-17%,0%,2.7%,4%,-1%
[O-]/C(=C(\C(=S)NCc1ccccc1)[n+]1ccccc1)c1ccc(Cl)cc1,5%,0%,-11,-3%,-3%,3%,3%,16%,-0.1%,-2%,0%
COc1ccc(CC(=O)Nc2ccc(-c3noc(-c4cccc(OC)c4)n3)cc2)cc1,-1%,0%,-7,?,0%,-6%,2%,?,-0.4%,3%,-4%
CN=C(Nc1ccc(C)c(C)c1)SC1CC(=O)N(c2ccc(OC)cc2)C1=O (stereo unspecified),-1%,-7%,6,?,-2%,8%,-2%,-3%,-0.1%,-8%,0%
CCC1(C)N([O-])C(C)=C(c2ccccc2)[N+]1=O (stereo unspecified),1%,3%,3,-12%,3%,7%,-1%,-15%,0.3%,5%,-7%
CC(NC(=O)CSc1n[nH]c(N)n1)c1ccccc1 (stereo unspecified),6%,2%,3,7%,3%,3%,-21%,6%,-0.1%,5%,-3%
CCCCn1c(N)c(N(CCOC)C(=O)c2c(-c3ccccc3)noc2C)c(=O)[nH]c1=O,1%,0%,2,-4%,-1%,4%,-4%,7%,0.2%,-1%,1%
# (continued)
SMILES,Chronic BCR inh,USP2a inh,TSHR antag,ELG1 repair inh,Tb PFK inh,TCR act,Mito fusion yeast,Eya2 phos inh,B2AR arrestin,uPA surface inh,TSG101-PTAP inh
Cc1cccc(NC(=O)CSc2nnc(-c3n[nH]c4ccccc34)o2)c1,?,0%,1,?,-6%,-2%[46.1 µM],-3%,-2%,-0.7%,4%,1%
c1ccc(N2CCN(c3ncccn3)CC2)cc1,?,3%,-2,?,1%,-2%,-3%,13%,0.0%,1%,0%
CCOc1ccc(-c2nc(S(=O)(=O)c3ccccc3)c(N3CCC(C(N)=O)CC3)o2)cc1,0%,1%,15,3%,2%,1%,3%,-7%,-0.5%,5%,-7%
O=c1cc(-c2ccc(Cl)cc2)nc(N2CCN(c3ccccc3)CC2)[nH]1,3%,2%,0,-2%,2%,-7%,0%,10%,-0.2%,11%,-3%
O=C(c1cc2ccccc2oc1=O)N(c1ccccc1)C1C=CS(=O)(=O)C1 (stereo unspecified),-11%,4%,16,?,-3%,6%[46.1 µM],2%,1%,0.0%,-15%,-4%
C[C@H](NC(=O)OCc1ccccc1)c1nnc([C@H](Cc2ccccc2)NC(=O)OC(C)(C)C)o1,-2%,-4%,-2,-2%,-1%,1%,19%,8%,-0.3%,11%,nt
CC(C)Cc1nnc(NC(=O)CN2C(=O)C3CCCCC3C2=O)s1 (stereo unspecified),?,-1%,0,24%,-1%,-1%,-6%,-3%,-0.3%,8%,-1%
CCOc1ccc(S(=O)(=O)Nc2cccc(C(=O)N(C)CC(=O)Nc3cccc(OC)c3)c2)cc1,0%,-1%,13,-3%,7%,3%,-2%,-21%,-1.3%,6%,0%
CSc1ccccc1NC(=O)CN(C)CC(=O)Nc1cccc(Br)c1,-15%,1%,-2,-30%,-2%,-5%,5%,?,-0.1%,-5%,1%
CCN(CC(=O)Nc1c(F)cccc1F)C(=O)c1ccc(=O)n(Cc2ccccc2)n1,3%,2%,-10,-5%,1%,-8%,-3%,5%,-0.4%,5%,-1%
O=C(CC1CCCC1)NCCS(=O)(=O)N1CCN(c2ccccc2F)CC1,5%,2%,4,-21%,-1%,nt,11%,6%,0.1%,-5%,-6%
COC(=O)[C@H](CCSC)NC(=O)NCc1cccs1,4%,-1%,-3,6%,1%,-4%,-5%,2%,-1.2%,nt,-3%
O=C(CC1CCCCC1)NCc1nc(-c2ccccc2)no1,-6%,3%,-5,-3%,-2%,3%,-4%,0%,-0.8%,10%,0%
c1ccc(OCCCCN2CCCCC2)cc1,4%,1%,8,5%,-3%,nt,1%,11%,-1.1%,4%,-2%
CCN(C(=O)COC(=O)CNS(=O)(=O)c1ccc(SC)c([N+](=O)[O-])c1)C1CCCCC1,10%,-1%,-15,?,-3%,-1%,-2%,0%,-0.4%,0%,-5%
O=C(Cc1cccs1)NNC(=O)c1ccc(F)cc1,-5%,1%,4,27%,-1%,3%[46.1 µM],-4%,-1%,0.0%,-1%,-7%
O=C(c1ccc2c(c1)OCCO2)C1CCN(C(=O)c2ccc(F)c(F)c2)CC1,-7%,-2%,-9,?,2%,12%,6%,17%,0.6%,nt,-5%
O=C(CSc1nnc2ccccn12)Nc1cccc(S(=O)(=O)N2CCOCC2)c1,5%,1%,117,11%,-5%,1%[46.1 µM],-7%,2%,-0.3%,-8%,8%
NC(=O)C1(S(=O)(=O)c2ccccc2)CCCCC1,-9%,4%,13,0%,-4%,-4%,1%,13%,-0.3%,-6%,0%
O=c1ccc2ccc(Oc3ccc(Cl)cc3[N+](=O)[O-])cc2o1,-1%,1%,-2,-4%,1%,1%,-1%,-3%,-0.2%,-5%,-2%

# Screening results from PubChem.
